# From PubChem
# DUSP3 inh – VHR1 phosphatase inhibitors, primary screen, biochemical, colorimetric, HTS; recombinant VHR phosphatase, colorimetric substrate read-out; inhibition, % at 20 µM; hit rate 0.7% among 50,000; Dual specificity protein phosphatase 3 (Homo sapiens), P51452; in the data active = inhibition above about 60%; note: some results filed as inactive read as strong as hits
# Target sequence (P51452 whole entry, looked up): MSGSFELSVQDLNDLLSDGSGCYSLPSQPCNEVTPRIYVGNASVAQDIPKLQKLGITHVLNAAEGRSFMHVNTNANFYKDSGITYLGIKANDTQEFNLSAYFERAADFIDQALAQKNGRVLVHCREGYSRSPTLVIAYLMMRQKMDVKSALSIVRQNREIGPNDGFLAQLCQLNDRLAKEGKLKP
# An asterisk follows results filed as active. The list is partial, so the mix of outcomes need not match the whole.
canonical_smiles,DUSP3 inh
Cc1c(NC(=O)COc2ccc(Cl)cc2)cccc1[N+](=O)[O-],-12
Cc1ccc(N(CC(=O)Nc2ccccc2F)S(=O)(=O)c2ccc(F)cc2)cc1,-11
O=C(NCCCn1ccnc1)Nc1ccc(Cl)c(Cl)c1,-14
O=C(NC(NC(=S)Nc1ccc(F)cc1)C(Cl)(Cl)Cl)c1ccc(F)cc1 (centres undefined),-12
Cc1ccc(/C=C2\SC(=S)N(c3cccc(C)c3C)C2=O)cc1,-8
COc1ccc(C(C)=O)cc1N1C(=O)C2C3C=CC(C3=C(c3ccccc3)c3ccccc3)C2C1=O (centres undefined),26
O=c1[nH]c(/C=C/c2ccc(OCc3ccccc3)cc2)c([N+](=O)[O-])c(=O)[nH]1,-24
Cc1ccccc1-c1noc(-c2ccc(C(C)(C)C)cc2)n1,-1
CCOC(=O)C1=C(O)/C(=C\c2ccccc2Cl)N=C1C,-13
COC(=O)C1=C(C)N(C)C(C)=C(C(=O)OC)C1c1ccccc1Br,-6
CC(=O)c1c(OC(=O)c2ccco2)ccc2c(C)cc(=O)oc12,-24
O=C1C(=O)N(Cc2ccccc2)C2C=CC=CC12 (centres undefined),8

# Following part.
canonical_smiles,DUSP3 inh
Cc1ccc(NC(=O)c2ccc(-c3cccc(Cl)c3)o2)c([N+](=O)[O-])c1,-1
Cc1ccc(-c2csc(NC(=O)C34CC5CC(CC(C5)C3)C4)n2)cc1,-4
O=C(COc1ccccc1)NCCc1ccccc1,-17
CCOc1ccc(-c2cc(C)n3nc(C(=O)N(C)Cc4ccccc4)cc3n2)cc1,-8
CCCCc1ccc(C(=O)NNC(=O)c2ccccc2C)cc1,0
CC(NCc1ccc2c(c1)OCO2)C12CC3CC(CC(C3)C1)C2 (centres undefined),3
O=C1c2ccccc2C(=O)N1Cc1nc2ccccc2c(=O)n1-c1ccc(Br)cn1,-1
COc1cccc(-n2c(Cc3ccccc3)nc3ccccc3c2=O)c1,-5
O=C(CCCOc1ccccc1)Nc1ccc2c(c1)OCO2,-8
COCCNC(=O)c1ccc([N+](=O)[O-])cc1Cl,-24
O=C(C1CCCCC1)N1CCN=C1c1ccccc1,-1
CCOc1cccc(C2CC(=O)Nc3c2ccc2ccccc32)c1 (centres undefined),12

# Further records follow.
canonical_smiles,DUSP3 inh
Cc1c(C)c2ccc(OCC(=O)O)cc2oc1=O,-5
COc1ccccc1NC(=O)Cc1ccccc1[N+](=O)[O-],-12
O=C(Nc1ncccc1Cl)c1ccccc1F,-10
CC(=O)Oc1ccc(/C=C(/NC(=O)c2ccccc2)C(=O)NCCO)cc1,-29
CCN(/C=N/c1sc2c(c1C#N)CCCC2)CC,4
O=C(Nc1ccccc1CO)c1cccc(F)c1,-25
CC1=NN(C(=O)CSc2ccccn2)C(C)(O)C1 (centres undefined),-12
N=C1S/C(=C\c2ccc(-c3ccccc3C(=O)O)o2)C(=O)N1c1ccc2c(c1)OCO2,42
Cc1cc(NC(=O)c2ccc(Cl)c([N+](=O)[O-])c2)ccc1Br,9
CC(C)Oc1ccc(CCc2n[nH]c(=S)n2-c2ccccc2)cc1,-1
C=COCCNC(=O)C(=O)Nc1ccc(CC)cc1,1
COC(=O)c1cc(C(=O)Nc2cccc(Br)c2)cc([N+](=O)[O-])c1,-15

# Remaining list, next part
canonical_smiles,DUSP3 inh
O=C(/C=C/c1ccccc1)Nc1nnc(-c2cccs2)s1,-24
CCN(CC)CCCNC(=O)c1cc([N+](=O)[O-])ccc1Cl,-20
O=C(O)CN1C(=O)c2cccc3c(I)cc(Br)c1c23,-10
CS(=O)(=O)N1CCN(c2ccc(Cl)cc2[N+](=O)[O-])CC1,10
N#Cc1ccccc1NC(=O)COc1ccccc1,-7
O=C(Nc1ccc2c(c1Cl)C(=O)c1ccccc1C2=O)c1ccccc1,1
CC(C)c1ccc(/C=N/NS(=O)(=O)c2ccccc2)cc1,-25
CC(C)c1ccc(NC(=O)C(=O)NCCCN2CCOCC2)cc1,-21
COC(=O)c1ccc(OCC(=O)Nc2nc3c(s2)CCCC3)cc1,2
Cc1cccc(N2C(=O)C(Cl)=C(Nc3ccc(C)c(Cl)c3)C2=O)c1,-10
CN(C)c1ccc2c(=O)[nH][nH]c(=O)c2c1,12
O=C(/C=C/c1ccco1)Nc1ccc(C(=O)Nc2nccs2)cc1,56

# Overlap with the part before: 3 entries, then new ones.
canonical_smiles,DUSP3 inh
Cc1cccc(N2C(=O)C(Cl)=C(Nc3ccc(C)c(Cl)c3)C2=O)c1,-10
CN(C)c1ccc2c(=O)[nH][nH]c(=O)c2c1,12
O=C(/C=C/c1ccco1)Nc1ccc(C(=O)Nc2nccs2)cc1,56
CCOc1ccc(N2C(=O)/C(=C/c3cccc(Br)c3)SC2=S)cc1,9
Cc1cc(Br)ccc1NCN1C(=O)S/C(=C/c2ccc3c(c2)OCO3)C1=O,-42
Cc1ccc(-c2nc3ccccc3o2)cc1NC(=O)c1ccccc1Br,-2
Cc1ccc(NC(=O)c2ccco2)cc1Br,6
O=C(N1CCCCC1)C12CC3CCC(CC(C3)C1)C2,-3
Cc1c(C(=O)OC(C)C)sc(NC(=O)c2ccccc2F)c1C#N,-33
COc1cccc(C2NC(=O)NC(C)=C2C(=O)Nc2ccc(C)c(Cl)c2)c1OC (centres undefined),-13
CCOc1ccc(NC(=O)CC2S/C(=N\N=C(/C)c3ccc([N+](=O)[O-])cc3)NC2=O)cc1 (centres undefined),11
O=C(Nc1ccc(F)c([N+](=O)[O-])c1)c1cc2ccccc2o1,-14
NC(=O)CSc1nc2sc3c(c2c(=O)n1-c1ccccc1)CCC3,-22
COC(=O)c1c(N2C(=O)C=CC2=O)sc(C)c1C,10
O=C(c1cccc(F)c1F)N1CCN(c2cc(N3CCOCC3)c(F)cc2[N+](=O)[O-])CC1,-8

# Remaining list, next part:
canonical_smiles,DUSP3 inh
COc1cc(CN2CCN(Cc3ccccc3Br)CC2)cc(OC)c1,-13
Cc1ccc2nc(SCc3ccc(Cl)cc3)nc(C)c2c1,-11
O=C1NC(=O)C(=Cc2ccc(-c3cc([N+](=O)[O-])ccc3O)o2)C(=O)N1,-13
COc1cccc(CN(CCc2ccc3c(c2)OCO3)Cc2cccc(OC)c2)c1,-17
CC(C)C(=O)Nc1ccc(Oc2ccc(C(=O)O)c(C(=O)O)c2)cc1,-13
Cc1ccc(NC(=O)c2ccc(-c3ccccc3)cc2)cc1F,-4
Cc1ccc([N+](=O)[O-])cc1NC(=O)c1ccccc1C(=O)O,-12
CCCC(=O)Nc1nc(-c2ccc(C)c3ccccc23)cs1,-22
CCCOC(=O)/C(=C\c1cccc([N+](=O)[O-])c1)NC(=O)c1ccccc1,0
Cc1cc(Br)ccc1OCC(=O)N1CCCCC1,-16
COc1ccc(/C(C)=N\N=C2\NC(=O)CC(C(=O)NCCc3ccc(S(N)(=O)=O)cc3)S2)cc1 (centres undefined),-4
O=C1CCCc2c1[nH]c1ccc(C34CC5CC(CC(C5)C3)C4)cc21,-1

# The final 6 entries of the part above come first, to join the parts:
canonical_smiles,DUSP3 inh
Cc1ccc([N+](=O)[O-])cc1NC(=O)c1ccccc1C(=O)O,-12
CCCC(=O)Nc1nc(-c2ccc(C)c3ccccc23)cs1,-22
CCCOC(=O)/C(=C\c1cccc([N+](=O)[O-])c1)NC(=O)c1ccccc1,0
Cc1cc(Br)ccc1OCC(=O)N1CCCCC1,-16
COc1ccc(/C(C)=N\N=C2\NC(=O)CC(C(=O)NCCc3ccc(S(N)(=O)=O)cc3)S2)cc1 (centres undefined),-4
O=C1CCCc2c1[nH]c1ccc(C34CC5CC(CC(C5)C3)C4)cc21,-1
Cc1ccc(Cl)cc1NC(=O)C1CC(=O)N(c2ccc(Br)cc2)C1 (centres undefined),-36
C=CCOc1ccc(/C=C/C(=O)c2ccc(F)cc2)cc1,-2
Cc1ccc(-n2cnc3sc(C)c(C)c3c2=O)cc1,2
O=C(CSCc1ccc(Cl)cc1)Nc1ccc(C(=O)Nc2nccs2)cc1,-15
CC(C)N(Cc1ccccc1)C(=O)CN1C(=O)c2ccccc2C1=O,-13
CCOc1ccccc1NC(=O)CN(c1ccc(C)cc1)S(=O)(=O)c1ccc(SC)cc1,3
Cc1cccc2c1nc1s/c(=C\c3ccc(-c4ccccc4F)o3)c(=O)n12,-2
CSc1nc2c(c(=O)n1C1CCCC1)C1(CCCCC1)Cc1ccccc1-2,-19
CCOC(=O)C(=CNc1cccc(Br)c1)C(=O)OCC,10
CC(C)(C)C1CCC(C(=O)N/N=C/c2cc([N+](=O)[O-])ccc2O)CC1 (centres undefined),-10
Cc1cccc(NC(=O)c2ccccc2NC(=O)c2ccccc2)n1,7
O=C1c2ccccc2CCC1C1(O)C(=O)Nc2ccc(Br)cc21 (centres undefined),117*

# Next results.
canonical_smiles,DUSP3 inh
C=CCn1c(C)nc2c(cnn2-c2ccccc2)c1=O,-4
O=C(NCCN1CCOCC1)c1cc2nc(-c3ccc(Cl)c(Cl)c3)cc(C(F)(F)F)n2n1,7
O=Cc1cccc(OCc2ccc(F)cc2)c1,-11
c1ccc(C2=NCCn3cccc32)cc1,-15
O=C(Nc1ccc(Br)cn1)c1cc2n(n1)C(C(F)(F)F)CC(c1cccs1)N2 (centres undefined),4
O=C(Nc1ccc(Cl)cc1)O/N=C\c1c[nH]c2ccccc12,-5
CC1CCC(CC(=O)OCc2ccccc2)C1(C)C (centres undefined),-1
O=C(Nc1cccc2ccccc12)c1ccc(S(=O)(=O)N2CCCCC2)cc1,2
O=C1C(=O)N(CCCn2ccnc2)C(c2ccccc2F)/C1=C(\O)c1ccc(Cl)cc1 (centres undefined),-7
O=C(CSc1nnc(CCCN2C(=O)c3cccc4cccc(c34)C2=O)n1-c1ccccc1)NCc1cccnc1,-3
Cc1cc(=O)[nH]c(SCC(=O)Nc2cccc(C)c2C)n1,-9
COC(=O)c1ccc(C2Nc3ccccc3NC3=C2C(=O)CC(C)(C)C3)cc1 (centres undefined),1

# The list goes on:
canonical_smiles,DUSP3 inh
O=C(c1ccc(Cl)cc1[N+](=O)[O-])N1CCN(C/C=C/c2ccccc2)CC1,-26
O=C(NC(NC(=O)C(c1ccccc1)c1ccccc1)c1ccc(F)cc1)C(c1ccccc1)c1ccccc1,11
Cc1ccc(/C=C(\C#N)c2nc(-c3cccc(Br)c3)cs2)o1,88*
O=c1c2ccccc2nc(-c2cccs2)n1-c1ccccn1,-10
O=C(/C=C/c1ccc(-c2cccc([N+](=O)[O-])c2)o1)c1cc2ccccc2o1,-6
COC(=O)c1ccccc1NC(=O)COc1ccc(C)c(C)c1,0
COc1ccc(/C=N/N2CCN(c3ccccc3)CC2)cc1Br,-10
CCOC(=O)c1c(NC(=O)c2ccc([N+](=O)[O-])cc2)sc2c1CCN(C(=O)OCC)C2,-7
Cc1cc(=O)[nH]c(SCCc2ccccc2)n1,-11
COc1ccc(CCNC(=O)COc2cc(C)c(Cl)c(C)c2)cc1,-15
CNC(=O)C(=O)Nc1cccc(Cl)c1,-20
COc1ccc(NC(=O)c2ccc(CN3CCN(Cc4ccccc4)CC3)cc2)c(OC)c1,-2

# (listing goes on)
canonical_smiles,DUSP3 inh
COc1cc(/C=N/N=C2\NC(=O)C(CC(=O)O)S2)cc(OC)c1OC (centres undefined),0
O=C(CN1C(=O)CCC1=O)NCCc1ccccc1,-11
C=C(C)Cn1c(SCC(=O)O)nnc1-c1ccc(C(C)(C)C)cc1,-15
O=C(/C=C1/NC(=S)N(c2ccccc2)C1=O)c1ccc(Cl)cc1,-8
Clc1ccccc1-n1ncnc1-c1ccc(Br)cc1,6
COc1c(Cl)cc(C(=O)Nc2ccc(C)cc2[N+](=O)[O-])cc1Cl,-6
COc1ccc(/C=C/C(=O)N(C)C2CCCCC2)cc1Br,-7
CCOC(=O)c1c(CC(C)C)csc1NC(C)=O,15
CC(=O)Nc1cccc(C(=O)Nc2ccc(NC(C)=O)cc2Cl)c1,-23
c1coc(CNc2nc(N3CCOCC3)nc(N3CCOCC3)n2)c1,-38
O=C1OC(c2ccccc2Br)=N/C1=C\c1cccs1,13
COc1ccc(/C=C/C(=O)C(C)(C)O)cc1,-14

# (continued)
canonical_smiles,DUSP3 inh
CN(C)c1cc(N/N=C/c2ccccc2O)nc(N(C)C)n1,-86
CC(C)(C)c1ccccc1OCC(O)CN1CCN(Cc2ccccc2)CC1 (centres undefined),0
O=C(CSc1nnnn1-c1ccccc1)Nc1ccc([N+](=O)[O-])cc1,-4
O=C(Nc1nc2ccccc2s1)c1ccc(Oc2ccc([N+](=O)[O-])cc2)cc1,53
N/C(=N\OC(=O)Cc1ccc(-c2ccccc2)cc1)c1ccccn1,-8
O=C1C(=O)N(c2ccccc2Br)C(=O)N1c1cccc(Cl)c1,2
CCC12CC3CC(C1)CC(C(=O)N/N=C1/CN4CCC1CC4)(C3)C2,-11
O=C(Cc1ccccc1)Nc1ccc(-c2nnc(-c3ccco3)o2)cc1,-2
CCOC(=O)C1=C(O)/C(=C/c2ccc(OC)c(OC)c2)SC1=Nc1ccc(Cl)cc1,11
COc1ccccc1OCCOc1ccccc1/C=C1/SC(=S)N(C)C1=O,-17
Cc1ccc(OCC(=O)N2CCCCC2)c(Br)c1,1
CCN(CC)c1nc2n(c(=O)n1)CCO2,-4

# Following part:
canonical_smiles,DUSP3 inh
O=C(Nc1nc(-c2ccc(Cl)cc2)cs1)c1cccc(Cl)c1,8
COc1ccc(Cl)cc1NC(=O)C(=O)NCc1ccncc1,-15
O=C(NN=C1CCCC1)C(O)(c1ccccc1)c1ccccc1,-15
CCOC(=O)c1ccc(N2NC(=O)/C(=C/c3ccc(Cl)c([N+](=O)[O-])c3)C2=O)cc1,-9
O=C1/C(=C/c2ccc(I)o2)SC(=S)N1c1cccc(C(F)(F)F)c1,16
Cc1cc2c(cc1Br)NC(=O)C2=O,3
O=S(=O)(c1ccc(Br)cc1)N1CCN(c2ccccc2Cl)CC1,-1
CC(C)Oc1nnc(-c2ccccc2)c2ccccc12,-1
CC1=C(C(=O)Nc2ccc(Br)cc2)C(c2ccc(O)cc2)NC(=S)N1 (centres undefined),5
CCOc1ccccc1-c1nc(=S)[nH][nH]1,0
